# Assay outcomes as filed in PubChem.
# KLK7 zymogen act – proKLK7 zymogen activators, primary screen, biochemical, fluorescence intensity. purified proKLK7, EDANS-DABCYL substrate fluorescence; 100% is mature enzyme control, 0% vehicle. activation, % at 7 µM. hit rate 0.9% among 370,000. AID 652039, 2013;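 active = activation above the mean of all tested compounds plus 3 SD, computed per campaign excluding outliers beyond control limits, cut at about 13% in these data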
# ARFGAP1 inh – inhibitors of rat ARFGAP1 GAP activity, primary screen, biochemical, fluorescence polarization, GDP tracer. inhibition, % at 16.5 µM. Arfgap1-stimulated ARF1 GTP hydrolysis, GDP FP detection. ADP-ribosylation factor GTPase-activating protein 1 (Rattus norvegicus), Q62848. hit rate 0.26% among 360,000;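 active = inhibition above a per-plate limit, mean inhibition of low control wells plus 3 SD, cut at about 25% in these data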;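 note: 0% = DMSO wells with enzyme and 100% = wells lacking Arfgap1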
#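 Material: rat Arfgap1 catalytic domain, aa 1-136; also added: human ARF1(Δ1-17)-GTP substrate; compound dosing: one concentration, 16.5 µM, DMSO 1.26%; incubation: GTP hydrolysis reaction 2 h at 25 °C; measured by: Tracer-displacement fluorescence polarization with EDTA stop, 620/688 nm; evaluation: % inhibition from polarization; repeats: one replicate per compound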
# Tn6 DDE FP – inhibitors of Tn6 peptide binding to fibrin DD(E), primary screen, biochemical, fluorescence polarization, human fibrin, Tn6 probe. Fibrin DD(E) TRITC-Tn6 fluorescence polarization displacement. inhibition, % at 8.3 µM. hit rate 0.21% among 370,000;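 active = inhibition above a per-campaign cutoff: mean of compounds within control limits plus 3 SD, cut at about 15% in these data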;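 note: 0% = median of all compound wells on the plate and 100% = blocking peptide control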
# FXN GAA850 act – FXN promoter activators, primary screen, cell-based, luciferase luminescence, HEK293 lucGAA850; HEK293 lucGAA850 FXN promoter luciferase reporter, 24 h; percent of 10 µM SAHA response; AID 540364, 2011; activation, % at 6 µM; hit rate 0.56% among 360,000;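 active = activation above the average of all compounds screened plus 3 SD, cutoff fixed separately per campaign, cut at about 7.5% in these data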;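 note: 0% = DMSO wells and 100% = 10 µM SAHA wells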
# GC-B act – human GC-B receptor activators, primary screen, HEK293 GC-B cells, cGMP TR-FRET, EC30 CNP. 0% at EC30 CNP, 100% saturating CNP. hit rate 0.11% among 370,000. Atrial natriuretic peptide receptor 2 (Homo sapiens), P20594. activation, % at 10 µM;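 active = activation at 10 µM reaching about 35% in either raw or pattern-adjusted values, limit read from the data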
# Target sequence (P20594 whole entry, looked up): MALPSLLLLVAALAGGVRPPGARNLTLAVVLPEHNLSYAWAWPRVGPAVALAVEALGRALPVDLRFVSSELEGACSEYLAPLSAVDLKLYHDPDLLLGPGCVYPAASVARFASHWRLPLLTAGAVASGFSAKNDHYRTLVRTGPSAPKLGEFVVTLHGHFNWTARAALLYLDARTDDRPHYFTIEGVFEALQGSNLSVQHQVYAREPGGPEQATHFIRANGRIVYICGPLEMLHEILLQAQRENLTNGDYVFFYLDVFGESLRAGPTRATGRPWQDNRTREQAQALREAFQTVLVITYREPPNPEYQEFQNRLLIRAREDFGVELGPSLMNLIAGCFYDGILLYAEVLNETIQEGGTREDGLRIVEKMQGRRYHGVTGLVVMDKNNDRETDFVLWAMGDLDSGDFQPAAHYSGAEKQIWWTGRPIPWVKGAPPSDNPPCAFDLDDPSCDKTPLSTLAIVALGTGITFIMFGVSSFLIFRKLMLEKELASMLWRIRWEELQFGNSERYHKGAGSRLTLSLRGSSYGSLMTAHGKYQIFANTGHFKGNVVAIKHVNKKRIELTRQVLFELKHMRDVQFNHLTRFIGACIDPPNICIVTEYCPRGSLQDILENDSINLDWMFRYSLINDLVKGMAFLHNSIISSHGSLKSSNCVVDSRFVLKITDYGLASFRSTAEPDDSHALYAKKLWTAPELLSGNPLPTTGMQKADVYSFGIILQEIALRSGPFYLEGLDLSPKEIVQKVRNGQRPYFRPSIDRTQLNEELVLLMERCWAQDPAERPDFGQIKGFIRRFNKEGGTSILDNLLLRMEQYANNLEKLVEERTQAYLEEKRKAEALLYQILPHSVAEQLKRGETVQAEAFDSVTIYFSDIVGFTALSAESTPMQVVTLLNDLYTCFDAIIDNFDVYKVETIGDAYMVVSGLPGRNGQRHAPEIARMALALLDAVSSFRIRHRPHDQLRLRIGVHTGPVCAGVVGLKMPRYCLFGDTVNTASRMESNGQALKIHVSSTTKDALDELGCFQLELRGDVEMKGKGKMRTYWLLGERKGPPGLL
# ADAM10 inh – human ADAM10 inhibitors, primary screen, biochemical, QFRET, HTS; Disintegrin and metalloproteinase domain-containing protein 10 (Homo sapiens), O14672; recombinant ADAM10, EDANS/DABCYL FRET peptide cleavage, 3 h; inhibition, % at 7 µM; hit rate 0.62% among 370,000; AID 720582, 2013;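 active = inhibition above a per-campaign cutoff equal to the mean of compounds falling between control-based bounds plus 3 SD, cut at about 20% in these data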;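 note: 0% = DMSO wells while the 100% control is not disclosed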
# ASAP1 inh – inhibitors of human ASAP1 ArfGAP activity, primary screen, biochemical, fluorescence polarization; inhibition, % at 16.5 µM; AID 624377, 2012; ASAP1-stimulated ARF1 GTP hydrolysis, GDP FP detection; hit rate 0.19% among 360,000; Arf-GAP with SH3 domain, ANK repeat and PH domain-containing protein 1 (Homo sapiens), …; in the data active = inhibition above about 25%;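 note: 0% = vehicle with enzyme and substrate and 100% = no enzyme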
# rCAG binder – binders of r(CAG) RNA repeats, primary screen, biochemical, fluorescence; r(CAG) RNA repeat, TO-PRO-1 dye displacement fluorescence; inhibition, % at 3 µM; hit rate 1.3% among 370,000; AID 651821, 2012;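 active = inhibition above the plate cutoff, the mean of all test compounds on that plate plus 3 SD, cut at about 35% in these data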;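 note: 0% = DMSO alone and 100% = 100 µM mitoxantrone as full dye displacement; higher means more dye released from RNA so lower well fluorescence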
# NPR1 activator – GC-A stimulated cGMP production enhancers – HEK293 GC-A cells, cGMP TR-FRET, EC30 ANP, primary screen; Atrial natriuretic peptide receptor 1 (Homo sapiens), P16066; 0% at EC30 ANP, 100% saturating ANP; activation, % at 10 µM; hit rate 0.14% among 370,000; in the data active = activation above about 40%
# sPLA2-III inh – human group III sPLA2 inhibitors, primary screen, biochemical, QFRET, BODIPY PC-A2 liposome substrate. QFRET BODIPY PC-A2 liposome hydrolysis, fluorescence. inhibition, % at 12.2 µM. hit rate 0.56% among 370,000. AID 743126, 2013;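 active = inhibition above mean plus 3 SD of compounds lying within the high and low control bounds, cut at about 19% in these data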;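 note: 0% = median of test compound wells and 100% = no enzyme DMSO wells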
# * hit, by the source's call; i = inactive; / = no result given.
SMILES,KLK7 zymogen act,ARFGAP1 inh,Tn6 DDE FP,FXN GAA850 act,GC-B act,ADAM10 inh,ASAP1 inh,rCAG binder,NPR1 activator,sPLA2-III inh
COc1ccc(-c2nnc(CSc3ncnc4sc5c(c34)CCC5)o2)cc1OC,-0.1,-3,-10,2.2,2,-12,18,1,0,9
COc1ccc2c(c1)CC(N1CCN(C)CC1)c1cc(OC)ccc1S2 (stereo not given),-0.1,8,3,2.0,-19,-10,1,-4,-16,-7
CCN(C(=O)C=Cc1ccco1)c1ccccc1,0.3,1,-10,2.5,-3,-17,0,9,-4,5
COCCOC(=O)c1cc(C(=O)c2cc(Cl)ccc2O)coc1=N,-0.9,-2,10,3.0,-6,-50,-6,3,-4,-9
COC(=O)c1ccc(COc2ncnc3sccc23)cc1,-0.3,-3,-1,0.7,0,-3,4,-1,6,6
Cc1oc(C(C)(C)C)c(CN2CCCC2)c1C(=O)O,-0.2,3,1,-1.0,3,1,0,2,3,4
COc1cccc(-c2nc(CCl)cs2)c1,0.4,8,-3,4.8,3,-6,2,1,6,-1
CC(C)(c1ccc(O)cc1)c1ccc(O)cc1,-0.1,10,4,1.3,-2,9,-3,-3,5,-21
CC[n+]1ccc(C(=O)NCc2ccccc2)cc1,0.0,-11,2,2.4,1,-1,10,-3,-1,3
CN1CCN(c2cc(=O)n(Cc3ccc(F)cc3)c(=O)[nH]2)CC1,0.6,-10,2,-0.6,1,-10,-5,2,-1,-4
CC(C)CC1Nc2ncnc(N3CCN(c4ccccc4)CC3)c2N(Cc2ccc(Cl)cc2)C1=O (stereo not given),0.4,4,-4,-1.5,5,-25,1,7,-7,1
COc1ccc(C2=Nn3c(nnc3-c3cccnc3)SC2)cc1OC,-0.4,-3,6,15*,19,9,-6,1,20,3
CCOCCn1c(CN(Cc2ccccc2)Cc2ccccc2)nc2c1c(=O)[nH]c(=O)n2C,0.2,-8,9,-0.7,-8,1,-11,-8,-18,5
O=C(N/N=C/c1ccc(OC(=O)c2ccccc2)c([N+](=O)[O-])c1)c1ccc(O)cc1,0.2,-4,1,4.2,2,5,5,9,-2,-14
CN(C(=O)COC(=O)CNC(=O)C12CC3CC(CC(C3)C1)C2)C1CCS(=O)(=O)C1 (stereo not given),0.3,-15,3,0.6,4,-6,1,-3,0,-2
CC1CCN(CCC(=O)NN)CC1,-0.6,-4,3,1.5,5,-5,-9,-1,4,3
CCCCn1c(SCC2CCCCO2)nc2cc(S(N)(=O)=O)ccc21 (stereo not given),0.0,-4,0,-1.4,1,-8,-5,-4,-5,-10
Cc1nn(C)c(Cl)c1C(=O)NC(C(=O)O)c1ccccc1 (stereo not given),0.3,11,-5,2.2,0,0,-5,-1,0,-2
CCC(=O)c1ccc(OCC(=O)OCC(=O)N2CCCc3ccccc32)cc1,-0.5,10,5,-0.4,-1,3,2,-8,2,3
Cc1nn(CC(=O)NC2(C#N)CCCCC2)c(C)c1[N+](=O)[O-],0.2,-10,-2,0.6,7,-12,-9,1,4,15
COc1ccccc1CNC(=O)CC12CC3CC(CC(Br)(C3)C1)C2,-0.3,1,-5,2.6,-3,2,-6,-2,-3,-3
CCCSc1nnc(NC(=O)CSc2nc3[nH]c(=O)cc(O)c3s2)s1,0.6,-13,4,-1.2,2,-6,-5,37*,2,-6
CCOc1ccc(N2C(=O)Nc3ccc(Br)cc3C2(O)C(=O)NCCCN(C)C)cc1 (stereo not given),-0.1,4,5,1.2,7,-3,-12,3,7,1
COc1ccc(C2=NS(=O)(=O)N(C)C(C(=O)N3CCCCC3)=C2)cc1,0.6,-2,-5,1.2,5,-38,5,-1,3,9
O=C(c1ccccc1)N1CCCCC(S(=O)(=O)c2ccccc2)C1=O (stereo not given),-0.6,-1,-7,0.7,-4,2,6,-4,1,2
COc1ccc(Br)cc1CN1CCC(N2CCCC2)CC1,-0.6,12,-8,0.6,4,2,15,-3,3,8
O=C(COc1ccccc1)Nc1ccc(N2CCN(C(=O)c3ccco3)CC2)cc1,-0.3,-12,1,0.3,7,4,7,-5,6,2
CCCCCC(=O)N/N=C/c1ccc(N(C)C)cc1,6.1,-5,-4,4.9,-2,-319,-12,0,-1,5
COCCN1C(=O)c2ccc(C(=O)O)cc2C1=O,-0.6,-1,4,-0.6,-1,-5,11,-1,1,6
Nc1cc(C(=O)OCC(=O)c2ccc(CC(=O)N3CCOCC3)s2)ccc1Cl,0.0,-14,8,-0.3,-4,1,7,15,0,-48
CC(=O)N1CSCC1C(=O)N1CCN(c2ccc(N3CCOCC3)nn2)CC1 (stereo not given),5.7,11,-2,-0.7,0,i,3,1,7,2
CC1(C)CC(=O)C2=C(C1)NC1=C(C(=O)c3ccccc31)C2c1ccc(O)cc1 (stereo not given),0.3,12,-3,5.1,-4,5,-1,5,-2,-11
COc1ccc(S(=O)(=O)N(C)C[C@H]2Oc3c(NC(=O)NC(C)C)cccc3C(=O)N([C@H](C)CO)C[C@@H]2C)cc1,0.2,-6,4,-1.5,8,-8,16,0,-1,1
C[C@@H]1CN([C@@H](C)CO)C(=O)CCCn2nncc2CO[C@@H]1CN(C)C(=O)Cc1ccccc1,0.1,-6,-3,0.4,-6,-1,14,3,4,8
CN1CCN(c2ccc(-c3cccc(NC(=O)COc4ccc(Cl)cc4Cl)c3)nn2)CC1,0.1,4,-1,2.4,-3,-1,5,2,0,10
COC1=CC(=O)CC(C)C12Oc1cc(OC)cc(OC)c1C2=O (stereo not given),-0.3,6,-4,-0.7,-1,-41,-3,2,3,-2
O=C(CCn1[nH]c(=O)c2ccccc2c1=O)N1CCOCC1,0.0,-17,-9,0.7,3,-7,3,1,-11,0
Cc1n[nH]c(=O)c2ccccc12,0.0,-2,2,0.6,5,-1,-1,-1,2,4
COCCCN(C(=O)Nc1ccccc1)C(C)c1ccncc1 (stereo not given),-0.2,4,-8,1.3,6,-6,10,2,-2,-4
O=c1oc(-c2cccs2)nc2ccc(Br)cc12,0.6,0,-1,0.4,-8,13,4,23,-5,-17
Cc1cccc(C)c1NC(=O)C(CCc1ccccc1)N1CCN(C)CC1 (stereo not given),0.3,6,1,/,2,-14,-11,-3,3,6
COc1ccc(OCC(=O)NNC(=O)c2cccc(S(=O)(=O)N(C)C)c2)cc1,-0.1,-1,6,2.1,-2,-3,-10,1,-3,-6
COCCNC(=O)c1cc2sccc2n1C,0.1,4,0,2.4,0,-11,2,1,2,15
N=C1N(C(=O)OCc2ccccc2)/C(=C\C2=CCCCC2)C(Cc2ccccc2)N1Cc1ccccc1 (stereo not given),-0.1,/,7,/,6,-5,/,3,-6,-5
N#CC1(NC(=O)CSc2nncn2-c2ccccc2F)CCCC1,-0.6,-3,5,-0.3,2,-3,15,1,-2,-2
CC1(C)CC(=O)C(C(=O)CCCCC(=O)C2C(=O)CC(C)(C)CC2=O)C(=O)C1,-0.1,-10,5,2.1,5,-3,12,-4,1,7
Cc1ccc(C)c(S(=O)(=O)N2CCN(C(=O)Cc3c(F)cccc3Cl)CC2)c1,0.5,1,2,-0.3,4,-2,-17,-5,-3,-6
O=C(COC(=O)c1ccc(F)cc1)Nc1cc(S(=O)(=O)N2CCOCC2)ccc1N1CCCC1,-0.2,8,1,1.2,0,-3,-6,-2,1,-6
COc1cccc(/C=N/Nc2ccc(Cl)nn2)c1,0.0,9,-5,2.3,2,3,-8,12,4,0
CC(=O)Nc1cc(-c2ccccc2N(C)C)cn2c(-c3ccc(F)c(Cl)c3)cnc12,1.8,2,7,1.2,-10,-95,0,-1,4,-19

# One compound at a time (already shown). Screens in order: KLK7 zymogen act, ARFGAP1 inh, Tn6 DDE FP, FXN GAA850 act, GC-B act, ADAM10 inh, ASAP1 inh, rCAG binder, NPR1 activator, sPLA2-III inh
# COc1cccc(/C=N/Nc2ccc(Cl)nn2)c1 across the screens: 0.0, 9, -5, 2.3, 2, 3, -8, 12, 4, 0
# Cc1cccc(C)c1NC(=O)C(CCc1ccccc1)N1CCN(C)CC1 (stereo not given) across the screens: 0.3, 6, 1, /, 2, -14, -11, -3, 3, 6
# O=C(COC(=O)c1ccc(F)cc1)Nc1cc(S(=O)(=O)N2CCOCC2)ccc1N1CCCC1 across the screens: -0.2, 8, 1, 1.2, 0, -3, -6, -2, 1, -6

# New compounds follow
SMILES,KLK7 zymogen act,ARFGAP1 inh,Tn6 DDE FP,FXN GAA850 act,GC-B act,ADAM10 inh,ASAP1 inh,rCAG binder,NPR1 activator,sPLA2-III inh
CC(C)(C)c1cc2cccnc2n1Cc1cccc(F)c1,0.8,1,4,-0.1,2,-38,22,1,-7,21*
C=CCNC(=S)NNC(=O)CSc1nc2ccccc2s1,0.2,1,-4,1.1,6,5,17,3,3,30*
O=C(COc1ccc(S(=O)(=O)N2CCCC2)cc1Cl)NCc1ccc2c(c1)OCO2,0.5,-1,6,-2.4,-2,10,9,-4,-1,-7
CCCn1c(SCC(=O)Nc2ccc3c(c2)OCO3)nc2c1c(=O)n(C)c(=O)n2C,0.0,13,-3,4.2,4,-1,0,-1,1,1
O=C(COC(=O)CCC(=O)c1ccc(F)cc1)Nc1cccc(S(=O)(=O)N2CCCC2)c1,-0.1,6,3,3.2,-3,8,-11,3,-2,-18
COc1ccc2c(COC(=O)CCS(=O)(=O)c3ccc(C)cc3)cc(=O)oc2c1,-0.1,9,-8,2.3,-4,i,-12,1,-6,0
S=c1[nH]nc(-c2ccc(Cl)cc2)n1-c1cccnc1,0.4,-2,-1,-0.3,1,0,1,-2,2,5
Clc1ccc2nc(-c3ccccc3)c(Cc3ccccc3)n2c1,0.0,1,-6,3.5,12,-46,12,9,6,-2
CS(=O)(=O)Nc1ccc(C(=O)Nc2ccccc2C(=O)N2CCCC2)cc1,0.3,-1,-3,2.2,4,6,2,0,5,-4
O=C(Nc1ccccc1)N(O)c1ccc(Cl)cc1,0.6,1,-6,1.1,2,-2,-2,2,3,1
Cn1c(/C=N/n2cnnc2)nc2ccccc21,-139,-11,6,-1.9,/,-486,2,-2,/,-4
COc1ccccc1N(CC(=O)NCCN1CCOCC1)S(=O)(=O)c1ccc(C)cc1,0.0,-3,4,-0.2,1,-11,-4,-8,1,9
CC(C)(C)c1cc(-c2ccco2)c(C#N)c(SCC#N)n1,-2.5,-11,-1,4.2,6,-9,4,-1,6,-1
Cc1c(C(=O)NCc2ccc(F)cc2)oc2ccc(S(=O)(=O)N3CCOCC3)cc12,0.6,-12,-8,1.1,0,-4,-4,2,3,-15
Cc1ccc(C(=O)NCCCNC(=O)c2ccco2)cc1C,-0.1,15,-1,-0.7,2,2,-4,-1,0,-1
